Screening data (PubChem BioAssay)
Cdc42 wt GTP = human Cdc42 wildtype GTP binding change, either direction; GST-Cdc42 beads, Bodipy-GTP binding, flow cytometry; actives lie on both sides; percent activity (GTP binding), % at 10 µM; 190,000 tested, 0.2% active;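 active means percent activity GTP binding at least 20 points away from the 100% baseline, either down as inhibitor or up as activator; inconclusive means compound flagged as likely green fluorescent from well-wide comparison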;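 further: median bead fluorescence of bound Bodipy-FL-GTP at 100 nM; 0% = excess unlabeled GTP control and 100% = no compound control; below 100% means less GTP binding so inhibitor and above means activator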
Rac1 mut GTP = human Rac1 activated mutant GTP binding change; GST-Rac1 activated beads, fluorescent GTP binding, flow cytometry; actives lie on both sides; 100% means binding = to untreated wells; percent activity (GTP binding), % at 10 µM; 190,000 tested, 0.11% active; AID 764;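 active means GTP binding at least 20 percentage points away from the 100% baseline, in either direction, so actives lie on both sides; inconclusive means Compound likely fluorescent itself, or too few beads counted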
Bim-Bfl-1 = human Bim-Bfl-1 interaction inhibition; Q16548; Bead-based flow cytometry, Bim-Bfl-1 binding inhibition; inhibition, % at 10 µM; 190,000 tested, 0.12% active; AID 1008;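 further: 0% = wells without compound plus tracer and 100% = blocker peptide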
HRas wt GTP = changes GTP binding to wildtype human HRas | P01112 | GST-Ras wt beads, Bodipy-FL-GTP binding, flow cytometry; actives lie on both sides | GTP binding activity, % at 10 µM | 190,000 tested, 0.14% active | AID 759;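 active means GTP binding activity at least 20% away from the 100% baseline, either lowered as inhibitor or raised as activator; inconclusive means flagged as likely green fluorescent, judged across all proteins in the well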;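 further: 0% = unlabeled GTP competition control and 100% = no-compound control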
Target sequence (P01112 whole entry, looked up): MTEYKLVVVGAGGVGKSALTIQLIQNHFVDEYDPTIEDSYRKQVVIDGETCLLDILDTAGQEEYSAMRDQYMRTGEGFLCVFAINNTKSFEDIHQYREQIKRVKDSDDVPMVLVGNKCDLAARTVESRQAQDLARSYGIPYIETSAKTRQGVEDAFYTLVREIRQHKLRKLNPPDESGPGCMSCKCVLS
Bim-Bcl-B = disrupts Bim peptide binding to human Bcl-B. 190,000 tested, 0.073% active. inhibition, % at 10 µM. Q9HD36. AID 951. bead-based flow cytometry;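 further: 0% = tracer peptide without compound and 100% = reference inhibitor peptide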
Bcl-2 Bim block = inhibitors of Bim-Bcl-2 interaction, human | P10415 | Bead-based flow cytometry, Bim peptide-Bcl-2 binding | inhibition, % at 10 µM | AID 950 | 190,000 tested, 0.06% active; in the data active means inhibition above about 40%; inconclusive means no clear call, values can overlap the other calls;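 further: 0% = no compound wells with probe peptide and 100% = reference peptide inhibitor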
Target sequence (P10415 whole entry, looked up): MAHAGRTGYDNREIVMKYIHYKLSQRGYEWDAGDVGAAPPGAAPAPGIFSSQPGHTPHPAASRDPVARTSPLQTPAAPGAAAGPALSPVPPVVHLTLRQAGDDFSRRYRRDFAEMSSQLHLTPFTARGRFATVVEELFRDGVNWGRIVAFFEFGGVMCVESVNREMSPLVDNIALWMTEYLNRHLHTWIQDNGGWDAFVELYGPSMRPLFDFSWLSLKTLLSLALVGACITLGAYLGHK
Bcl-W Bim block = inhibitors of Bim-Bcl-W interaction, human. Q92843. bead-based flow cytometry, Bim peptide-Bcl-W binding. inhibition, % at 10 µM. 190,000 tested, 0.02% active;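 further: 0% = bound tracer without compound and 100% = peptide blocker; higher means less fluorescent Bim peptide bound to Bcl-W beads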
Target sequence (Q92843 whole entry, looked up): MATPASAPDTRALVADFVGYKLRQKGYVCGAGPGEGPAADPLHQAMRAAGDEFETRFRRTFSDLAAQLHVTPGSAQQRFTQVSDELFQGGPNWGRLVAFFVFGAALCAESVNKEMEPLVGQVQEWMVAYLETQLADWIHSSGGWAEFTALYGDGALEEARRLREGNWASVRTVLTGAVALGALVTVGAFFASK
Rab7 wt GTP bind = dog Rab7 wildtype GTP binding, inhibitors and activators; GST-Rab7 beads, fluorescent GTP binding, flow cytometry; actives lie on both sides; untreated = 100%, excess cold GTP = 0%; GTP binding activity (percent of control), % at 10 µM; 190,000 tested, 0.055% active; AID 758;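 active means fluorescent GTP binding to Rab7 beads changed by at least 20 points from the 100% baseline, either direction, mostly lower; inconclusive means compound itself probably fluorescent, or too few beads counted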;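 further: median green fluorescence of bound Bodipy-FL-GTP per Rab7 bead population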
Bim-Bcl-XL = disrupts Bim peptide binding to human Bcl-XL; Q07817; bead flow cytometry, fluorescence; inhibition, % at 10 µM; 190,000 tested, 0.04% active; AID 1007
Target sequence (Q07817 whole entry, looked up): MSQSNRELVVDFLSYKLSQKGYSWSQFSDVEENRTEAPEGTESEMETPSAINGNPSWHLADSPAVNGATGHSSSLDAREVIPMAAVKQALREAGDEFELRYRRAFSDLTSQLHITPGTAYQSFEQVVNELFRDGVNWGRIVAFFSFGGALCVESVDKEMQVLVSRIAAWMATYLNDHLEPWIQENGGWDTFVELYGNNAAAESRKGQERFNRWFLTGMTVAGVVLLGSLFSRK
Rab2A wt mod = changes GTP binding to wildtype dog Rab2A, up or down. P61105. GST-Rab2 wt beads, Bodipy-GTP binding, flow cytometry. GTP binding activity, % at 10 µM. 190,000 tested, 0.19% active;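 active means GTP binding activity at least 20 points away from 100%, either lowered or raised; inconclusive means signal likely due to the compound's own green fluorescence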;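 further: 0% = beads with excess unlabeled GTP and 100% = no-compound control corrected for plate trend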
Rac1 wt GTP bind = human Rac1 wildtype GTP binding, inhibitors and activators; GST-Rac1 beads, fluorescent GTP binding, flow cytometry; actives lie on both sides; 0 = cold GTP competed, 100 = untreated; GTP binding activity (% of control), % at 10 µM; 190,000 tested, 0.27% active;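 active means GTP binding activity at least 20 points away from the 100% control level, either lower or higher; inconclusive means compound flagged as likely green fluorescent, judged across all proteins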
An asterisk follows results filed as active; ? = inconclusive. Unless noted, no stated cut-off is given here; in the data, active means inhibition above about 40%.

SMILES | Cdc42 wt GTP | Rac1 mut GTP | Bim-Bfl-1 | HRas wt GTP | Bim-Bcl-B | Bcl-2 Bim block | Bcl-W Bim block | Rab7 wt GTP bind | Bim-Bcl-XL | Rab2A wt mod | Rac1 wt GTP bind
Cc1cccc(-n2c(=O)[nH]c3c(C(N)=O)nc(-c4ccccc4Cl)nc32)c1 | 98 | 97 | 5 | 101 | 0 | 6 | 0 | 102 | 3 | 100 | 100
CCOC(=O)c1c[nH]c2c(C(F)(F)F)cccc2c1=O | 93 | 92 | 2 | 94 | 1 | 0 | 2 | 97 | 0 | 96 | 91
CCOc1ccc(CNc2cccc(SC)c2)cc1 | 99 | 93 | -3 | 96 | -4 | -2 | -1 | 96 | -2 | 104 | 98
CCN(CC)C(=O)/C=C/c1ccc(OC)c(S(=O)(=O)N2CCCCC2)c1 | 101 | 100 | -5 | 99 | 2 | 0 | 0 | 100 | 0 | 102 | 106
CCOc1ccccc1NC(=O)CSc1nnc(CNC(=O)COc2ccc(Cl)cc2)o1 | 102 | 97 | -10 | 98 | -10 | -9 | -3 | 98 | -10 | 100 | 99
N#C/C(=C\c1ccccc1Cl)C(=O)NC(=O)Oc1ccccc1 | 103 | 102 | -13 | 104 | -9 | -5 | 1 | 103 | -3 | 103 | 109
CCOC(=O)C(C)Sc1nc2c([nH]c3ccccc32)c(=O)n1C (stereo not given) | 101 | 97 | -3 | 100 | -7 | -3 | -2 | 99 | -3 | 100 | 102
CC(C)(C)NCCCOc1ccc(Cl)cc1C(C)(C)C | 108 | 103 | -1 | 104 | 0 | -2 | -3 | 101 | -4 | 103 | 107
CCOc1ccccc1-n1cnc(C#N)c1N | 98 | 95 | -3 | 99 | -2 | -3 | -1 | 101 | -1 | 97 | 101
COC(=O)C1=C(C)N(Cc2ccc(C)cc2)C(=O)/C1=C\c1ccc(O)c(OC)c1 | 100 | 98 | 6 | 100 | -5 | 8 | 1 | 102 | 0 | 99 | 98
O=C(O)Cc1n[nH]c(=O)c2ccccc12 | 100 | 100 | -2 | 100 | -3 | -1 | -4 | 99 | -5 | 101 | 112
CCCCNC(=O)Nc1cc(C(=O)OC)ccc1Cl | 105 | 101 | -13 | 103 | -11 | -12 | -6 | 102 | -6 | 104 | 104
Cc1ccc(OCC(=O)N/N=C\c2c(C)[nH]n(-c3ccccc3)c2=O)c([N+](=O)[O-])c1 | ? | ? | -10 | ? | -3 | -4 | -3 | ? | -8 | ? | ?
O=C1C2C3c4ccccc4C(Br)(c4ccccc43)C2C(=O)N1c1ccccc1O (stereo not given) | 96 | 98 | 0 | 97 | -10 | -7 | -2 | 98 | -4 | 97 | 101
Cc1c(Cl)cccc1NC(=S)NCCCN(C)C | 100 | 100 | -13 | 99 | -8 | -6 | -2 | 96 | -6 | 99 | 99
O=C(CC12CC3CC(CC(C3)C1)C2)N1CCN(S(=O)(=O)c2cccs2)CC1 | 105 | 101 | -1 | 105 | -4 | -3 | -2 | 108 | -4 | 103 | 106
N#CC(c1ccc(Cl)cc1)N1CCOCC1 (stereo not given) | 97 | 95 | -5 | 97 | -2 | -1 | 0 | 104 | 1 | 99 | 101
Cc1nnc(NC(=O)CSc2ccccn2)s1 | 103 | 99 | -15 | 101 | -3 | -10 | 1 | 99 | -8 | 100 | 106
Cn1c(Cc2ccccc2)nnc1SCc1nc2ccccc2c(=O)[nH]1 | 93 | 96 | 2 | 97 | -6 | -4 | -13 | 99 | -15 | 95 | 93
CCc1ccc(-c2nn(Cc3ccccc3)cc2/C=C/C(=O)O)cc1 | 98 | 97 | -2 | 98 | -2 | -2 | -3 | 96 | -1 | 97 | 100
CS(=O)(=O)Nc1ccc(C(=O)NC2CCCC2)cc1 | 102 | 100 | -16 | 99 | -12 | -7 | -3 | 96 | -7 | 99 | 103
CCCOc1ccc(-c2cnc(SCC(N)=O)nc2N)cc1 | 108 | 105 | -17 | 104 | -11 | -5 | -3 | 102 | -7 | 103 | 106
O=C1CC(c2ccccc2F)C2=C(COC2=O)N1 (stereo not given) | 93 | 92 | -1 | 97 | 1 | -5 | 0 | 101 | 2 | 96 | 96
COc1ccccc1/C=C1\SC(=S)N(N2C(=O)CCCC2=O)C1=O | 94 | 94 | -7 | 95 | -4 | 0 | 0 | 99 | 1 | 95 | 98
Cc1ccc(-c2cc(-c3ccccc3O)nc(N/N=C/c3cccnc3)n2)cc1 | 93 | 93 | -14 | 95 | -5 | -4 | -1 | 96 | -1 | 95 | 91
C=CCN=C1CCCc2c1[nH]c1ccc(C)cc21 | 99 | 100 | -4 | 100 | -5 | -6 | -4 | 104 | -4 | 100 | 103
Cc1onc(-c2c(F)cccc2Cl)c1C(=O)OCC(=O)NC1CC1 | 97 | 99 | 3 | 96 | 1 | 1 | 0 | 98 | -1 | 97 | 94
COc1cccc(NC(=O)CSc2nnc(-c3cc(-c4ccccn4)nc4ccccc34)o2)c1 | 102 | 98 | -11 | 102 | -8 | -8 | 2 | 102 | -4 | 100 | 105
CCN(CC)C1CC(=O)N(c2cccc(C)c2)C1=O (stereo not given) | 102 | 100 | -8 | 100 | -3 | -5 | 4 | 97 | -2 | 102 | 103
CCNS(=O)(=O)c1cc(S(C)(=O)=O)ccc1Cl | 103 | 100 | -16 | 103 | -9 | -13 | -1 | 104 | -4 | 104 | 104
Cc1nn(C(=O)CNC(=O)c2ccccc2)c(C)c1C | 96 | 96 | -4 | 99 | -5 | 3 | 2 | 101 | -1 | 100 | 103
CCC(=O)Nc1nc(CC(=O)Nc2ccccc2)cs1 | 100 | 98 | -4 | 100 | -1 | -1 | 0 | 94 | -3 | 95 | 102
COc1ccc(/C=C/C(=O)c2c(O)c(OC)c3occc3c2OC)cc1 | 93 | 93 | -2 | 95 | -2 | 1 | 2 | 103 | 0 | 94 | 97
CCOC1(NC(=O)c2ccccc2)C(C)=CC(=O)C=C1C | 103 | 101 | -5 | 100 | -2 | -6 | 0 | 99 | 2 | 99 | 102
CNC(=O)c1oc(-c2ccc(Cl)cc2)nc1C | 98 | 97 | -4 | 99 | -2 | 2 | 1 | 104 | -3 | 96 | 98
CCCCOc1cccc(C(=O)O)c1 | 101 | 98 | 3 | 100 | 2 | -1 | 0 | 101 | 4 | 99 | 98
CC(C(=O)c1ccccc1)n1cnc2ccccc2c1=O (stereo not given) | 100 | 96 | 0 | 98 | 3 | -3 | -1 | 98 | -1 | 97 | 99
CCOc1ccc(S(=O)(=O)NCC2CCCO2)cc1 (stereo not given) | 105 | 101 | -8 | 104 | -5 | -6 | 0 | 102 | -6 | 104 | 107
Cc1ccc(-c2nc3ncccc3o2)cc1NC(=O)Cc1ccc(Cl)cc1 | 105 | 103 | -1 | 102 | -1 | -2 | -4 | 93 | -2 | 101 | 105
CCC(C)NC(=O)CC(NS(=O)(=O)c1ccc(C)cc1)c1ccc(OC)cc1 (stereo not given) | 101 | 95 | -2 | 97 | -5 | -2 | -3 | 96 | -7 | 99 | 99
CC1(C)CC(=O)C2=C(C1)N(Cc1ccco1)C(=O)C2(O)C(F)(F)F (stereo not given) | 99 | 94 | -14 | 97 | -7 | -7 | 1 | 97 | -5 | 98 | 99
COC(=O)CC/C(C)=N\Nc1ccc([N+](=O)[O-])cc1[N+](=O)[O-] | 103 | 99 | -19 | 102 | -10 | -15 | -1 | 103 | -10 | 105 | 105
Cc1ccc(NC(=O)CCS(=O)(=O)c2ccc(Br)cc2)nc1 | 101 | 101 | 0 | 102 | -8 | -1 | -1 | 99 | -4 | 102 | 101
C=CCNc1nnc(SC2CC(=O)N(c3ccc(OC)cc3)C2=O)s1 (stereo not given) | 103 | 102 | -1 | 103 | -4 | -1 | -4 | 101 | -4 | 100 | 104
Cc1ccc(-c2cc3cccc[n+]3cc2-c2ccc(C)cc2)cc1 | 99 | 101 | 0 | 100 | -4 | -5 | -2 | 99 | -6 | 98 | 106
Cc1c(Cl)cccc1NC(=S)NCc1cccn1C | 103 | 100 | 0 | 100 | -3 | 1 | -3 | 101 | 0 | 101 | 103
O=C(c1cc(F)ccc1F)C1CCCN(C(=O)c2ccco2)C1 (stereo not given) | 99 | 96 | -1 | 97 | -3 | -1 | 0 | 96 | 0 | 97 | 99
Nc1cc(N)nc(SCC(=O)Nc2ccccc2)n1 | 98 | 95 | 7 | 96 | -3 | -1 | 0 | 98 | 0 | 99 | 100
O=C(NCC1CCCN(Cc2ccccc2F)C1)c1cccc(C(F)(F)F)c1 (stereo not given) | 99 | 94 | -7 | 99 | -3 | -5 | -1 | 103 | -1 | 98 | 102
Cc1nn(Cc2ccc([N+](=O)[O-])cc2)c(=O)n1-c1c(F)cccc1F | 98 | 97 | -13 | 98 | -11 | -8 | 0 | 99 | -6 | 97 | 97
Going on with the list:
SMILES | Cdc42 wt GTP | Rac1 mut GTP | Bim-Bfl-1 | HRas wt GTP | Bim-Bcl-B | Bcl-2 Bim block | Bcl-W Bim block | Rab7 wt GTP bind | Bim-Bcl-XL | Rab2A wt mod | Rac1 wt GTP bind
CCN(CC)CCCOC(=O)C1(c2ccccc2)CCCC1 | 101 | 100 | -7 | 104 | -8 | -6 | 0 | 103 | -4 | 102 | 105
O=C(NC1CC2CCCC(C1)N2C(=O)NC1CCCCC1)c1ccccc1 (stereo not given) | 103 | 97 | 0 | 103 | 0 | 0 | 2 | 102 | 0 | 100 | 102
O=C(Cn1ncc2c(=O)oc3ccccc3c21)NCc1cccnc1 | 96 | 97 | -7 | 98 | -6 | -5 | -3 | 95 | -2 | 96 | 99
O=C(NCC1CCCO1)c1ccc2c(c1)OCO2 (stereo not given) | 96 | 98 | 1 | 99 | 3 | 3 | 2 | 100 | 4 | 99 | 102
Cc1nn(Cc2ccc(C(=O)O)o2)c(C)c1[N+](=O)[O-] | 98 | 96 | -4 | 98 | -7 | -5 | 0 | 98 | 0 | 98 | 97
CCC1CCCCN1C(=O)Cn1c(C(=O)OC)cc2ccsc21 (stereo not given) | 96 | 91 | -12 | 99 | -10 | -12 | -1 | 96 | -11 | 95 | 96
O=C1CCC/C(=N/NC(=O)c2ccc(NS(=O)(=O)c3cccs3)cc2)C1 | 97 | 96 | -1 | 94 | -1 | -1 | 1 | 95 | 2 | 94 | 101
Cc1ccc(S(=O)(=O)CC(=O)Nc2ccc(Cl)cn2)cc1 | 101 | 98 | -4 | 96 | -3 | -3 | 0 | 97 | -6 | 97 | 104
CCOc1ccc(C(=O)/C=C/c2cn(CN3CCN(C)CC3)c3ccccc23)cc1 | 102 | 102 | 0 | 103 | -5 | 0 | -5 | 101 | -3 | 100 | 106
CCOc1cc(NC(=O)c2ccccn2)c(OCC)cc1NC(=O)CC(C)C | 99 | 98 | 0 | 98 | 1 | -2 | 2 | 95 | 0 | 100 | 99
Cc1ccc(CCNc2ccccc2C)cn1 | 103 | 102 | 1 | 102 | 6 | 17 | 7 | 100 | 3 | 103 | 107
